HT1080-NT tox – kills 2HG-producing HT-1080-NT fibrosarcoma cells. HT-1080-NT fibrosarcoma viability, CellTiter-Glo ATP luminescence, 48 h. Potency, µM (doses to about 46.1 µM), without a hit: at the top dose activity, negative = less viability, usual class: cytotoxic. 360,000 tested, 1.6% active. AID 686970;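 also: NT is the 2HG producing partner of a matched IDH1 knockdown line; potency is read from the fitted curve at half-maximal effect; 0% = DMSO-treated cells and -100% = media-only wells without cells; nearly all actives have a fitted effect of over 55% in size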
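Read-out is CellTiter-Glo luminescence after 10 minutes at room temperature, following 48 hours' compound treatment of HT-1080-NT cells (750 cells/well, RPMI, 5% FBS, 37 degrees C).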
MCF10A rereplic – inducers of DNA re-replication in MCF 10A breast cells | MCF 10A DNA re-replication, Hoechst nuclear intensity, 48 h | Potency, µM (titrated, usually from 46.1 µM), for inactives: top-dose activity, positive = re-replication, hits mostly activators | 350,000 tested, 2.9% active; also: potency is read from the fitted curve at half-maximal effect; % of control where 0% means no effect; nearly all actives have a fitted effect of over 50% in size
KB-3-1 cytotox – kills parental KB-3-1 adenocarcinoma cells | KB-3-1 viability, CellTiter-Glo ATP luminescence, 72 h | Potency, µM (titrated, usually from 46.1 µM), for inactives: at the top dose activity change, negative = cytotoxic, hits mostly cytotoxic | 400,000 tested, 1.4% active | AID 1347075; also: potency is read from the fitted curve at half-maximal effect; % is scaled to controls: 0 for no effect and ±100 for the full control effect; nearly all actives have a fitted effect of over 60% in size
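Viability of parental KB-3-1 cells, measured by CellTiter-Glo luminescence, followed a 72 h incubation at 37 °C with pinned compounds in phenol-red-free DMEM containing 10% FBS.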
KB-V1 MDR tox – KB-V1 MDR subline cytotoxicity. Potency, µM (top dose mostly 46.1 µM), for the others: top-dose activity change, negative = cytotoxicity, hits mostly cytotoxic. 400,000 tested, 3.4% active. KB-V1 MDR cells viability, CellTiter-Glo, 72 h; also: potency is read from the fitted curve at half-maximal effect; % is scaled to controls: 0 for no effect and ±100 for the full control effect; nearly all actives have a fitted effect of over 60% in size
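Drug-selected KB-V1 cells, grown in DMEM lacking phenol red with 10% FBS, receive compound titrations; after three days at 37 degrees C, surviving cell ATP is quantified by CellTiter-Glo luminescence and responses normalized and curve-fitted.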
IL1B secr inh – inhibitors of inflammasome signaling (IL-1 beta secretion); THP-1 LPS/ATP IL-1B secretion, AlphaLISA, 16 h; active compounds read low; activity change, % at 57.5 µM; 360,000 tested, 4.7% active; in the data active = activity change below about -50%; inconclusive = mostly about -30% to -49%; also: % is scaled to controls: 0 for no effect and ±100 for the full control effect
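THP-1 cells pretreated 1 hr with compounds (up to 57.5 uM final), then stimulated with LPS (250 ng/mL final) plus ATP (1.25 mM final); secreted IL-1B measured by AlphaLISA after 16 hr, decreased signal indicating inhibition.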
GLP1R cytotox – cytotoxic in the GLP-1 receptor inverse agonist counter-screen. HEK293 cAMP-luciferase reporter cells, luminescence, 24 h. 410,000 tested, 0.13% active. AID 624418. Potency, µM (titrated, usually from 38.3 µM), without a hit: at the highest dose activity change, negative = inhibition, actives largely listed as inhibitors;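 also: loss of luciferase light is scored as toxicity; potency is read from the fitted curve at half-maximal effect; % is scaled to controls: 0 for no effect and ±100 for the full control effect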
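A 23 nL compound transfer followed 12 hours of cell culture at 37 deg C; exposure then lasted 24 hr. Luciferase assay detection reagent was dispensed and plates read for luminescence after a 12 min room-temperature wait.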
SW480 rereplic – induces DNA re-replication in SW480 colon adenocarcinoma cells. SW480 DNA re-replication, Hoechst DNA content imaging, 48 h. 340,000 tested, 1.8% active. AID 624297. Potency, µM (doses to about 46.1 µM), for inactives: at the top dose re-replication activation, usual class: activators; also: potency is read from the fitted curve at half-maximal effect; % of control where 0% means no effect; nearly all actives have a fitted effect of over 55% in size
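Compounds, transferred as 23 nL by pin tool, were incubated with cells for 48 hr; DNA content per nucleus was then quantified by Hoechst staining and fluorescence plate imaging.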
HT1080 IDH1KD tx – HT-1080 IDH1 knockdown cell toxicity (counter line); HT-1080 IDH1 knockdown viability, ATP luminescence, 48 h; Potency, µM (top dose mostly 46.1 µM), for inactives: at the top dose activity, negative = toxicity, most hits filed as cytotoxic; 360,000 tested, 2% active; AID 686971;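 also: potency is read from the fitted curve at half-maximal effect; 0% = DMSO wells and -100% = cell-free medium wells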
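CellTiter-Glo luminescence after 48 h compound exposure at 37 degrees C of IDH1-knockdown HT-1080 cells in 5% FBS RPMI. %Activity scaled between DMSO wells and cell-free media wells, with curves fitted and assigned curve classes.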
D3 ag – activates the human D3 dopamine receptor; max activation, %; P35462; D3R DiscoveRx beta-arrestin cells, luminescence, 90 min; 410,000 tested, 0.58% active; AID 652048; in the data active = max activation above about 30%; also: 0% is about no effect; mostly tested at two doses, the higher about 12 µM
Target sequence (P35462 whole entry, looked up): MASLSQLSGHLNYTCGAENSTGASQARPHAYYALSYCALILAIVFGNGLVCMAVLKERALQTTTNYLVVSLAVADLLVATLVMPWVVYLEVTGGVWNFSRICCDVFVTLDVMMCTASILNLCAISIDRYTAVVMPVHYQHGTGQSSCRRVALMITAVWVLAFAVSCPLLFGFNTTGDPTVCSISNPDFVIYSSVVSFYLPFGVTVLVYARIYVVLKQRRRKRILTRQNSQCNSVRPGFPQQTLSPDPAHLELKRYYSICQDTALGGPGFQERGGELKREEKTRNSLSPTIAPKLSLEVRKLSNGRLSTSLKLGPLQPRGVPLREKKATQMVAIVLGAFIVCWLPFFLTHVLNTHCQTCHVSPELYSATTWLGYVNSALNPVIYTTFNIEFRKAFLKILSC
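Agonist mode: compounds and dopamine controls were applied to plated cells for 90 min at 37 degrees C after an overnight attachment at 1500 cells/well. Luminescent read-out followed 30 - 60 minutes at room temperature with DiscoveRx detection reagent.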
The depositor's hits bear a star; ? = inconclusive; . = no result given; [ ] = dose if it differs, or a comment. Unless noted, calls follow the shape of the dose curve; as a rule, active = well fitted curve in the direction sought with a large enough effect; inconclusive = small, poorly fitted or top-dose-only effect, or another doubt; inactive = no such curve, though single readings can be large; an effect the other way counts as inactive or inconclusive. Random draw from the library, and some 11% of all compounds hit somewhere here.

nr	mol	HT1080-NT tox	MCF10A rereplic	KB-3-1 cytotox	KB-V1 MDR tox	IL1B secr inh
1	CC(C)(C)OC(=O)CC[C@@H](C(=O)N1CCN(C(=O)OC(C)(C)C)CC1)n1cc(C(Cc2ccc(O)cc2)NC(=O)OC(C)(C)C)nn1 (stereo partly drawn)	8.2%	-15.7%	7.5%	10.4%	-27.2
2	S=C(Nc1ccc(Cl)cc1)NC1CC2CCCC(C1)N2C1CC1 (stereo not drawn)	?	-14.2%	2.1%	-19.4%	?
3	COc1ccc([N+](=O)[O-])cc1NC(=O)C(C)Sc1ccccc1 (stereo not drawn)	4.8%	-5.5%	9.0%	-23.5%	7.1
4	COc1ccccc1NC(=O)CSc1nc2[nH]ncc2c(=O)[nH]1	2.5%	14.7%	11.5%	0.0%	22.5
5	CN=Cc1sc2ccccc2c1O	-1.8%	3.2%	13.6%	14.9%	16.8
6	Cc1ccc2c(c1)C(=O)C(=O)N2CCOc1ccccc1	7.31µM*	19.3%	?	?	-2.4
7	CC1CCN(S(=O)(=O)c2ccc3c(c2)C(=NO)c2cc(S(=O)(=O)N4CCC(C)CC4)ccc2-3)CC1	1.46µM*	0.517µM*	?	0.0%	-89.2*
8	Cc1ccc(C)c(N2CCN(CCCNC(=O)Cn3c(-c4cccs4)cc4ccccc43)CC2)c1	.	.	2.9%	-3.6%	.
9	CCOc1ccccc1NC(=O)CSc1nc2ccccc2c(=O)n1CC1CCCO1 (stereo not drawn)	5.3%	-1.2%	5.4%	?	7.4
10	COCCn1c(SCC(=O)c2ccccc2)nc2c(c1=O)SC(C)C2 (stereo not drawn)	-10.7%	-1.1%	-11.8%	?	-4.9
11	CCOc1ccc(NS(=O)(=O)c2cc(C(=O)N(CC)CC(=O)NCc3cccs3)ccc2C)cc1	-6.5%	12.9%	1.3%	-9.7%	-4.0
12	COc1ccc(S(=O)(=O)N2CCN(C(=S)Nc3ccc(S(N)(=O)=O)cc3)CC2)cc1	4.4%	-0.9%	8.7%	13.5%	9.2

nr	GLP1R cytotox	SW480 rereplic	HT1080 IDH1KD tx	D3 ag
1	-2.4%	3.8%	12.0%	17.7
2	-13.3%	-4.4%	-16.4%	0.5
3	-17.4%	.	2.8%	2.9
4	-0.7%	-37.7%[inhibitor]	2.2%	-13.4
5	?	-3.1%	2.2%	-0.3
6	?	4.11µM*	20.6µM*	-19.8
7	?	?	2.59µM*	55.4*
8	-6.5%	.	.	-14.9
9	-3.7%	3.6%	5.3%	-8.4
10	28.0%	-2.5%	-9.6%	-14.1
11	6.2%	17.4%	-14.9%	-16.5
12	-0.7%	-1.1%	3.2%	3.0

The listing continues.
nr	mol	HT1080-NT tox	MCF10A rereplic	KB-3-1 cytotox	KB-V1 MDR tox	IL1B secr inh
13	COCCN=C1N[C@@H](c2cccc(C(F)(F)F)c2)C(C(=O)OC)=C(C)N1Cc1ccccc1	?	0.6%	-27.6%	-12.0%	-56.1*
14	Cc1ccc(S(=O)(=O)N2CCN(Cc3ccccn3)CC2)cc1	-2.7%	8.8%	4.5%	-20.3%	40.1
15	CCc1ccc2c(c1)c1nnc(NN)nc1n2C	-8.1%	0.0%	-13.2%	?	4.0
16	O=C(NCCN1CCCC1)c1ccc(Cn2c(=S)[nH]c3cc4c(cc3c2=O)OCO4)cc1	0.3%	10.8%	11.8%	8.7%	15.7
17	COc1cccc(CNC(=O)C(=O)NCCc2ccc(OC)c(OC)c2)c1	-12.5%	4.7%	-14.5%	?	12.2
18	Cn1c(=O)oc2cc(S(=O)(=O)N3CCCC(C(=O)N4CCN(c5ccc(Cl)cc5)CC4)C3)ccc21 (stereo not drawn)	.	.	-5.5%	?	.
19	COc1cc2c(cc1OC)CN(C(=O)c1sccc1C)CC2	6.8%	-1.1%	-13.7%	12.3%	4.8
20	Cc1ccc(CNC(=O)c2cccc(-n3cnc4cccnc43)c2)cc1	.	.	22.8%	1.1%	.
21	COCCN=C1N[C@@H](c2ccc(Br)cc2)C(C(=O)OC)=C(C)N1Cc1ccccc1	23.1µM*	-21.5%	-21.5%	-1.0%	?
22	CS(=O)(=O)N(CC(=O)NCc1ccccc1)C1CCCCC1	20.6%	13.0%	4.0%	11.5%	3.8
23	Cc1nc(N2CCN(Cc3ccccc3)CC2)nc2c1CCC2	-3.3%	-3.1%	3.6%	-26.1%	-5.6
24	COc1ccc2[nH]c3c(c2c1)CCN1C(=O)C(CC(=O)NCc2ccco2)C[C@H](C(=O)N2CCOCC2)[C@@]31C (stereo partly drawn)	11.9%	-10.3%	0.2%	7.6%	30.5

nr	GLP1R cytotox	SW480 rereplic	HT1080 IDH1KD tx	D3 ag
13	?	-1.9%	-6.5%	16.3
14	8.4%	-8.8%	-1.0%	0.5
15	-21.8%	-23.0%	-14.8%	-5.8
16	5.5%	-1.1%	5.1%	-0.1
17	0.4%	?	-8.0%	-5.7
18	1.6%	.	.	1.1
19	20.4%	-19.2%	24.8%	3.0
20	-10.9%	.	.	-3.1
21	-7.5%	3.3%	-29.0%	0.4
22	-7.6%	0.0%	17.7%	4.2
23	-8.3%	-6.8%	9.0%	-17.1
24	-8.7%	-6.3%	2.6%	5.3

Next section:
nr	mol	HT1080-NT tox	MCF10A rereplic	KB-3-1 cytotox	KB-V1 MDR tox	IL1B secr inh
25	O=C(Cn1ncc(Cl)c(Cl)c1=O)NC1CCCCC1	13µM*	1.3µM*	?	0.6%	-99.8*
26	C=CCN(C(=O)c1ccc(Cl)cc1)c1ccccc1C(=O)NCC(=O)O	10.3%	-0.1%	5.5%	11.6%	31.5
27	CC(=O)Nc1ccc(S(=O)(=O)NC2(C(F)(F)F)N=C(c3ccccc3)NC2=O)cc1 (stereo not drawn)	15.4%	16.6%	12.2%	8.8%	-8.6
28	COc1ccc(-c2nc(=S)n3ccsc3n2)cc1OC	?	1.6%	6.2%	?	-9.1
29	CCC(Cn1nnc2ccccc2c1=O)NC(=O)Nc1ccccc1Cl (stereo not drawn)	.	.	2.3%	3.2%	.
30	COc1ccc(C(=O)N2CCN(c3ccc(N4CCOCC4)nn3)CC2)cc1OC	4.7%	1.0%	15.4%	11.8%	7.6
31	CCc1cc(C(=O)N2CCN(C(=O)c3ccccc3)CC2)sc1C	-1.2%	-2.3%	10.5%	?	-19.1
32	CCOC(=O)c1cnc(SCC(=O)Nc2ccccc2C(=O)OC)nc1N	-3.7%	16.1%	?	2.59µM*	23.6
33	Cc1ccc(-c2csc(N=C(N)N)n2)c(C)c1	?	?	1.7%	?	.
34	Cc1cccc(N2CCN(C(=O)C3CCN(S(=O)(=O)c4cccc5cccnc45)CC3)CC2C)c1 (stereo not drawn)	-12.5%	-1.1%	-11.9%	-16.8%	-1.6
35	COc1ccc(CCNC(=O)c2ccccc2NC(=O)CN2CCN(c3ccccc3O)CC2)cc1	-11.4%	?	-8.2%	?	-28.8
36	CC(C)c1ccc(-c2csc(NC(=O)c3cccs3)c2C(=O)O)cc1	?	?	-5.6%	-2.9%	0.0

nr	GLP1R cytotox	SW480 rereplic	HT1080 IDH1KD tx	D3 ag
25	?	1.3µM*	14.6µM*	1.2
26	5.3%	-1.2%	25.3%	-6.5
27	2.1%	1.4%	21.2%	1.7
28	-1.1%[7.66 µM]	-0.5%	19.3%	1.7
29	-3.9%	.	.	-9.2
30	-2.0%	?	6.3%	6.5
31	0.0%	1.9%	-1.2%	-5.4
32	-6.0%	6.9%	-27.5%	7.1
33	9.7%	10.5%	?	-6.4
34	-14.4%	15.3%	-9.8%	7.6
35	?	-76.0%[inhibitor]	-14.2%	25.8
36	?	-41.3%	?	2.8

By substructure, the compounds so far containing an NH in an aromatic ring.
nr	mol	HT1080-NT tox	MCF10A rereplic	KB-3-1 cytotox	KB-V1 MDR tox	IL1B secr inh
4	COc1ccccc1NC(=O)CSc1nc2[nH]ncc2c(=O)[nH]1	2.5%	14.7%	11.5%	0.0%	22.5
16	O=C(NCCN1CCCC1)c1ccc(Cn2c(=S)[nH]c3cc4c(cc3c2=O)OCO4)cc1	0.3%	10.8%	11.8%	8.7%	15.7
24	COc1ccc2[nH]c3c(c2c1)CCN1C(=O)C(CC(=O)NCc2ccco2)C[C@H](C(=O)N2CCOCC2)[C@@]31C (stereo partly drawn)	11.9%	-10.3%	0.2%	7.6%	30.5

nr	GLP1R cytotox	SW480 rereplic	HT1080 IDH1KD tx	D3 ag
4	-0.7%	-37.7%[inhibitor]	2.2%	-13.4
16	5.5%	-1.1%	5.1%	-0.1
24	-8.7%	-6.3%	2.6%	5.3

Later entries:
nr	mol	HT1080-NT tox	MCF10A rereplic	KB-3-1 cytotox	KB-V1 MDR tox	IL1B secr inh
37	O=C1NC[C@H](c2ccccc2)N(CC2CCCCC2)C1=O	-0.6%	1.6%	29.7%	?	5.1
38	O=C(Nc1cccnc1)C1CC(c2ccc(Cl)c(Cl)c2)=NO1 (stereo not drawn)	?	1.8%	-7.9%	0.0%	27.4
39	Cc1cccc(Cn2c(SCc3ccc(C(=O)NCCc4ccccc4)cc3)nc3cccnc32)c1	.	.	?	18.4µM*	.
40	C/C(=N/NC(=O)c1sc(NS(=O)(=O)c2ccc(C)cc2)nc1C)c1sc(N)nc1C	1.6%	3.8%	?	?	15.9

nr	GLP1R cytotox	SW480 rereplic	HT1080 IDH1KD tx	D3 ag
37	-7.2%	-0.2%	9.7%	4.2
38	-9.3%	1.5%	5.4%[9.24 µM]	-13.1
39	-23.5%	.	.	-35.0
40	12.9%[7.66 µM]	-3.2%	5.1%	-3.0
